# Bioassay records: PubChem BioAssay, National Center for Advancing Translational Sciences (NCATS)
# G9a inh: inhibitors of human histone lysine methyltransferase G9a; Potency, µM (highest dose often 102 µM), inactives show top-dose activity, negative = inhibition, most hits filed as inhibitors; AID 504332; G9a H3K9 monomethylation, AlphaScreen, 2 h; hit rate 8.8% among 350,000; also: % is scaled to controls: 0 for no effect and ±100 for the full control effect; nearly all actives have a fitted effect of over 75% in size
# Target sequence (Q96KQ7 913-1193 limits assumed): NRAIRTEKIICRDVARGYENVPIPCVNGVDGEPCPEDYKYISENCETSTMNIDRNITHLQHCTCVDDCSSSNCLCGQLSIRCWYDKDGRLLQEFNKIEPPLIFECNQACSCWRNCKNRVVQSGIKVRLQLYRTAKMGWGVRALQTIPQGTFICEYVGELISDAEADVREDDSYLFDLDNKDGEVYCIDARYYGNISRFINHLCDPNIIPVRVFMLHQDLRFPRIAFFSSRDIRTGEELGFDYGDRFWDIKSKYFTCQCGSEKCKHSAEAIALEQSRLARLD
#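 AlphaScreen detection with an anti-monomethyl H3K9 antibody quantified product after a 2 h room-temperature reaction containing 500 nM biotinylated H3K9 peptide, 20 µM SAM and 20 nM enzyme, which had been preincubated 15 min with compound.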
# Pin1 inh: blocks the human prolyl isomerase Pin1; AID 504891; Q13526; Pin1 FP peptide displacement, HiFluor488, 10 min; hit rate 0.009% among 390,000; Potency, µM (doses to about 115 µM), inactives show top-dose activity, negative = inhibition, most hits filed as inhibitors; active = well fitted inhibition curve with a large enough effect in the polarisation, with a control signal flat, not every such curve was filed as active; inconclusive = small, poorly fitted or top-dose-only effect, or effect the other way, or a change in a side signal; inactive = no such curve, though single readings can be large or run the other way; the % refers to the polarisation; also: % is scaled to controls: 0 for no effect and ±100 for the full control effect
# Target sequence (Q13526 whole entry, looked up): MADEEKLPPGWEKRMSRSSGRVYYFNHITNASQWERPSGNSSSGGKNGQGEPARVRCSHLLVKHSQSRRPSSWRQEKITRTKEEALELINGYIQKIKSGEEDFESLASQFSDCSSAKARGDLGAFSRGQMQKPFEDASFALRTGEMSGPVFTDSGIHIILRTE
# JMJD2A Tudor inh: blocks the human JMJD2A Tudor domain | AlphaScreen JMJD2A-Tudor / H3K4me3 peptide binding | Potency, µM (doses to about 114 µM), for the others: at the highest dose activity change, negative = inhibition, actives largely listed as inhibitors | hit rate 4.4% among 390,000 | AID 504339; also: % is scaled to controls: 0 for no effect and ±100 for the full control effect; nearly all actives have a fitted effect of over 50% in size
# POLI inh: inhibitors of human DNA polymerase iota. hit rate 1% among 390,000. Potency, µM (highest dose often 115 µM), for the others: at the highest dose activity, negative = inhibition, most hits filed as inhibitors. Pol iota fluorescent replication assay, 10 min. Q9UNA4
#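 Pol iota at 10 nM preincubated 15 min with compounds at room temperature; reaction started with fluorescent substrate, 50 nM final. Fluorescence read kinetically at 0 and 10 min; buffer-only wells as negative control.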
# BAZ2B block: inhibitors of human BAZ2B bromodomain | Q9UIF8 | AlphaScreen BAZ2B-H3K14Ac peptide displacement | Potency, µM (top dose mostly 114 µM), inactives show at the top dose activity change, negative = inhibition, most hits filed as inhibitors | hit rate 4.4% among 360,000 | AID 504333; also: % is scaled to controls: 0 for no effect and ±100 for the full control effect; nearly all actives have a fitted effect of over 60% in size
#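 Multi-concentration screen (max 110 uM) measuring displacement of acetylated histone H3 peptide from BAZ2B by AlphaScreen, using 50 nM protein, 50 nM peptide and 10 ug/mL streptavidin donor plus Ni-chelate acceptor beads.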
# PGK inhibitor: blocks T. brucei phosphoglycerate kinase | PGK/GAPDH coupled, Kinase-Glo luminescence, 60 min | Potency, µM (titrated, usually from 57.5 µM), for the others: top-dose activity change, negative = inhibition, most hits filed as inhibitors | hit rate 0.043% among 380,000 | AID 602233; also: % is scaled to controls: 0 for no effect and ±100 for the full control effect; nearly all actives have a fitted effect of over 60% in size
# Target sequence (P07378 whole entry, looked up): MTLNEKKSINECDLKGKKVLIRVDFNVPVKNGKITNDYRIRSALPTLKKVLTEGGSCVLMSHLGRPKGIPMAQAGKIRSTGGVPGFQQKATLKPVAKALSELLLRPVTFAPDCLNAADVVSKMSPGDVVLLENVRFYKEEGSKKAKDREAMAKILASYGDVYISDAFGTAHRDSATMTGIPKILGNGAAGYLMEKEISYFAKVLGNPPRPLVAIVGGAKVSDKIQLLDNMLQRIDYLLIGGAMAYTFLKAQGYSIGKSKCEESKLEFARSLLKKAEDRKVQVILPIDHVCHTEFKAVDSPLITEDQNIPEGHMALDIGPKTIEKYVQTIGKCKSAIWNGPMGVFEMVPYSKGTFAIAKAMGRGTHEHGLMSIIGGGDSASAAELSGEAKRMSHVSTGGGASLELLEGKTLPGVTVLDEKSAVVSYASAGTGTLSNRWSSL
#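 Recombinant glycosomal PGK reaction used 1,3-bisphosphoglycerate generated in-well by GAPDH (100nM final) in 100mM TEA pH 7.6, 5mM MgCl2, 0.01% Tween-20. After 60 minutes at room temperature, ATP was read by Kinase-Glo Plus luminescence end-point.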
# GLS inh: blocks human kidney-isoform glutaminase activity; GLS enzymatic activity, qHTS titration; Potency, µM (top dose mostly 45.5 µM), inactives show at the highest dose activity change, negative = inhibition, actives largely listed as inhibitors; hit rate 0.21% among 410,000; AID 624170; also: % is scaled to controls: 0 for no effect and ±100 for the full control effect
#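 Two-point fluorescence kinetic (t0, 30 min RT) for hKGA; glutamate detected via glutamate oxidase–HRP–Amplex Red. Substrate: 1 mM L-glutamine solution; buffer 45 mM KH2PO4, pH 8.2.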
# BLM inh: inhibitors of human Bloom syndrome helicase BLM; P54132; recombinant BLM DNA unwinding, fluorescence dequenching; Potency, µM (highest dose often 56.1 µM), without a hit: at the highest dose activity change, negative = inhibition, most hits filed as inhibitors; hit rate 0.2% among 350,000; AID 2528;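 also: plate controls were vehicle for no effect and no enzyme for full effect; nearly all actives have a fitted effect of over 35% in size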
# HP1b binding inh: inhibitors of HP1-beta chromodomain binding to methylated histone tails. AlphaScreen HP1-beta / biotin-H3K9me3 peptide binding. Potency, µM (series often up to 114 µM), for the others: at the highest dose activity change, negative = inhibition, most hits filed as inhibitors. hit rate 0.56% among 390,000. P83916; also: nearly all actives have a fitted effect of over 70% in size; inactives centre near 23
# Target sequence (P83916 whole entry, looked up): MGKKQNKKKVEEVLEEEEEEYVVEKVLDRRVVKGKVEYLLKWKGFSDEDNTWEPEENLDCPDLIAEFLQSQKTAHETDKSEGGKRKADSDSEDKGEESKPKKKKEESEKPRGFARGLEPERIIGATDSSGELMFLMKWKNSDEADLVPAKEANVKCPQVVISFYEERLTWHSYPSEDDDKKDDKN
#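 Compound inhibition of the preformed complex between 50 nM HP1-beta and 50 nM biotinylated H3K9me3 peptide was read by AlphaScreen. Buffer was PBS pH 7.4 with 0.01% Tween-20. Incubations ran 30 min at room temperature, with 10 ug/mL donor/acceptor beads.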
# An asterisk follows results filed as active; i = inactive; ? = inconclusive; nt = no result given; & = joins results of further samples; [ ] = another dose, or the depositor's remark. Unless noted, calls follow the shape of the dose curve; as a rule, active = well fitted curve in the direction sought with a large enough effect; inconclusive = small, poorly fitted or top-dose-only effect, or another doubt; inactive = no such curve, though single readings can be large; an effect the other way counts as inactive or inconclusive. Potency is read from the fitted curve at half-maximal effect. An excerpt, so the mix of outcomes need not match the whole.
SMILES,G9a inh,Pin1 inh,JMJD2A Tudor inh,POLI inh,BAZ2B block,PGK inhibitor,GLS inh,BLM inh,HP1b binding inh
O=C1c2oc3ccc(F)cc3c(=O)c2C(c2ccccc2)N1CC1CCCO1 (stereo not given),-6%,-1%,-11%,34%[activator],-2%,-8%,3%,-1%,36%
CC(=O)/C(C#N)=C1\NC(=O)C(Cc2ccc(C)c(Cl)c2)S1 (stereo not given),?,8%,11%,-2%,-6%,-9%,-1%,-5%,33%
Cc1cc(N2CCN(C(c3ccccc3)c3ccccc3)CC2)n2ncnc2n1,-19%[59 µM],-6%,?,-5%,-33%,i,-6%,1%,-16%
N#C/C(=C\c1ccc(N2CCOCC2)o1)C(=O)Nc1ccc(O)cc1,40µM*,?,-25%,20%,?,-13%,8%,-1%,-15%
Cc1cccc(C)c1NC(=O)c1cccc(C(=O)Nc2c(C)cccc2C)n1,nt,-9%,-16%,54%[activator],nt,i,0%,nt,-2%
CCOC(=O)c1c(C)[nH]c(C)c1C(=O)COC(=O)CSc1ccc(C)cc1,nt,46%[activator],?,-13%,nt,-3%,1%,nt,?
CCCCOC(=O)C1=C(C)NC2=C(C(=O)CCC2)C1c1cc(OC)ccc1OC (stereo not given),?,1%,3%[57.1 µM],10%,10%,-1%,5%,-3%,42%[activator]
CCn1cc(C(=O)N2CCN(c3ccccc3F)CC2)c(=O)c2cc(S(=O)(=O)N(C)C3CCCCC3)ccc21,?,2%,-25%,2%,nt,3%,-9%,-6%,6%
CC1CCCCC1NC(=O)c1ccc2c(c1)[nH]c(=O)n2C1CCCC1 (stereo not given),-25%,0%,-6%,1%,9%,-1%,4%,-1%,10%
CCOC(=O)C1=C(C)NC(C)=C(C(=O)OC)C1c1ccco1 (stereo not given),13%,?,-20%,37%[activator],-23%,0%,-8%,-6%,9%
NC(=O)CSc1nc2sc3c(c2c2ncnn12)CCCC3,-5%[59 µM],6%,-1%,18%,-4%,6%,3%,0%,22%
O=C(Cc1cccs1)Nc1ccon1,9%[59 µM],12%,-13%,10%,8%,12%,-2%,-3%,14%
C=CCc1ccccc1OCCn1c(C2CC(=O)N(Cc3ccc(F)cc3)C2)nc2ccccc21 (stereo not given),-40%[59 µM],-4%,-21%,17%,-14%,-9%,-3%,-2%,9%
CC(C)(C)OC(=O)NC(Cc1ccccc1)C(=O)NC(CSC1CCCCO1)C(=O)NN (stereo not given),nt,-8%,-20%,37%[activator],-4%,-3%,2%,0%,31%
COc1ccc(CNc2nc(-c3cccnc3)nn2C(C)=O)cc1,?,-2%,-10%,60%[activator],0%,-1%,-6%,-2%,16%
CC(C)CC(C(=O)NC1CCCCC1)N(Cc1ccccc1)C(=O)c1snc(C(N)=O)c1N (stereo not given),12%,?,-19%,4%,-1%,-3%,10%,-16%,1%
O=C(NCCS(=O)(=O)N1CCN(c2ccc(F)cc2)CC1)C1CC(=O)N(c2ccccc2)C1 (stereo not given),-11%&1%[59 µM],-4%&0%,-3%&-16%,11%&31%,-11%&1%,-1%&1%,-2%&-9%,-3%&-6%,68%[activator]
CCOC(CNC(=O)Cn1nc(C)c2ccccc21)OCC,31%,-2%,-17%,52%[activator],9%,-9%,0%,1%,25%
COc1ccc2c(CNCc3cccs3)c(C(=O)O)n(Cc3cccc(F)c3)c2c1,?,4%,-29%,28%,-23%,-6%,5%,0%,5%
CC1(C)CC(=O)C=C(N2CCOCC2)C1,-33%,-7%,8%,122%[activator],14%,1%,4%,-1%,12%
O=C(CCC1CCCCC1)Nc1ccccc1-c1ccccc1,?,-6%,66%[activator],7%,36%[activator],-11%,-10%,-9%,103%[activator]
C=CCNCc1ccc(C(=O)NCCCCCCC)cc1[N+](=O)[O-],23%[2.33 µM],6%,-21%,17%,10%,7%,-4%,nt,26%
CCSc1nnc2c(n1)OC(c1cc(OC)c(OC)c(OC)c1)Nc1ccccc1-2 (stereo not given),-10%[59 µM],-8%,-12%,13%,2%,-12%,10%,-2%,28%
O=c1oc2c(F)cc(F)cc2cc1S(=O)(=O)c1ccc(F)cc1,-4%[59 µM],?,-26%,-15%,12%,nt,8%,-4%,57%[activator]
COc1ccc(C(=O)CSc2nnc(CNc3ccc(C)cc3C)o2)cc1,6%[59 µM],1%,-27%,2%,-3%,-7%,-1%,1%,19%
Cc1c(C(=O)NCC(C)C)sc2nc(-c3ccc(F)cc3)cn12,-2%,0%,-7%,?,-3%,-1%,-2%,1%,21%
COc1ccc(CC(=O)NCc2n[nH]c(=S)n2-c2ccccc2OC)cc1,35µM*,0%,14µM*,31%[activator],nt,-10%,0%,-1%,52%[activator]
O=C(C1CCCN1S(=O)(=O)c1ccc(Cl)cc1)N1CCCCC1 (stereo not given),37%,-1%,-3%,15%,-4%,3%,4%,-2%,28%
COc1ccc(S(=O)(=O)Nc2ccccc2N2CCOCC2)cc1OC,-18%[59 µM],1%,-19%,8%,-1%,10%,-8%,nt,22%
Cc1cc(C(=O)NC2CCCN(Cc3ccccc3F)C2)no1 (stereo not given),-13%,-2%,-22%,7%,-17%[57.1 µM],i,2%,-1%,14%[57 µM]
O=C(C[n+]1ccsc1)c1ccccc1,25%[59 µM],5%,-8%,-7%,8%,0%,-1%,0%,40%[activator]
CC(=O)N1CCN=C1SCc1ccccc1Cl,2%,6%,-10%,12%,2%,1%,2%,1%,33%
CC1SC(=Nc2ccccc2)N(S(=O)(=O)c2ccccc2)C1=O (stereo not given),-23%,-3%,-1%,8%,1%,4%,0%,-1%,17%
Cc1ccc(CNC(=O)C2CC3Cn4c(nc5cc(C)c(C)cc54)C3N2C)o1 (stereo not given),19%[12.7 µM],4%,-8%,3%,-2%,3%,-1%,-7%,32%
CN1CCN(S(=O)(=O)c2cccc(S(=O)(=O)c3ccc(Cl)c(Cl)c3)c2)CC1,16%[59 µM],5%,-11%,11%,4%,0%,0%,-6%,19%
CCc1ccc(N/C(N)=N/c2nc(CSc3ncccn3)cc(=O)[nH]2)cc1,nt,15%,-2%[11.4 µM],107%[activator],-9%,i,1%,-8%,31%
Cc1ccccc1C(=O)Nc1ccc(C(=O)OCc2cc(=O)n3c4c(sc3n2)CCCC4)cc1,?,-1%,-11%,31%[activator],-13%,-10%,8%,-2%,33%
CC(=O)Nc1ccc(S(=O)(=O)Nc2ccc(NC(=O)c3ccco3)cc2)cc1,-31%[12.7 µM],5%,-2%,29%,-38%,-8%,0%,1%,21%
CCCOc1cccc(-c2nc3ccccc3c(=O)o2)c1,440%[activator],1%,189%[activator],63%[activator],60%[activator],5%,12%,-6%,243%[activator]
CC(=O)N/N=C/c1cc(C(C)(C)C)cc(/C=N/NC(C)=O)c1O,40%[12.7 µM],?,-30%,10%,-19%,i,16%,2%,35%
CCN(CC)c1ncnc2c1ncn2Cc1c(Cl)cccc1Cl,0%[59 µM],-3%,-13%,-6%,15%,i,-5%,-11%,85%
O=C(NCC(c1ccco1)N1CCc2ccccc2C1)c1c(F)cccc1F (stereo not given),-2%[2.33 µM],2%,-8%,10%,-17%,i,2%,nt,38%
COc1cc(NC(=O)CSc2nc3[nH]ncc3c(=O)n2-c2ccc(Cl)cc2)cc(OC)c1,24%[59 µM],8%,-22%,26%,-25%,-7%,-5%,-12%,47%[activator]
NS(=O)(=O)c1cc(C(=O)NCC2CCCCC2)ccc1Cl,-20%,-14%,-16%,24%,-2%,-1%,-5%,0%,-5%
CS(=O)(=O)c1ccc(Cl)c(NC(=O)C2CCCCN2S(=O)(=O)c2ccccc2)c1 (stereo not given),13%[0.501 µM],-6%,-16%,-9%,3%,-6%,-1%,nt,27%
CC(=O)Nc1ccc(Nc2c([N+](=O)[O-])cc(S(C)(=O)=O)cc2[N+](=O)[O-])cc1,?,-1%,-6%,85%[activator],3%,-1%,7%,0%,14%
COc1ccc(NC(=O)COC(=O)CCCc2c[nH]c3ccccc23)cc1,?,?,-31%,13%,50µM*,-6%,nt,-16%,-4%
O=C(CSc1ccc2nnc(-c3cccc(F)c3)n2n1)NCC1CCCO1 (stereo not given),5µM*,3%,32µM*,-13%,-4%,-4%,-16%,-2%,?
Cc1ccc(C(=O)NCCNC(=O)c2ccc(C)nc2)cc1,14%,2%,-10%,16%,5%,-1%,?,0%,-5%
c1ccc(OCc2nnc3sc(C4COc5ccccc5O4)nn23)cc1 (stereo not given),7.9µM*,-13%,50µM*,?,50µM*,i,-10%,1%,16µM*
O=C1c2cccnc2C(=O)N1c1cccc(-c2nc3ccccc3o2)c1,10%[59 µM],8%,-19%[11.4 µM],23%,-11%,-3%,-12%,-6%,49%[activator]
COc1cc2c(C(=O)N3CCCc4ccccc43)cn(C)c(=O)c2cc1OC,-8%[59 µM],1%,-6%[57.1 µM],28%,-37%,-2%,0%,-1%,49%[activator]

# An excerpt from above in order of number of heavy atoms, rising.
SMILES,G9a inh,Pin1 inh,JMJD2A Tudor inh,POLI inh,BAZ2B block,PGK inhibitor,GLS inh,BLM inh,HP1b binding inh
NS(=O)(=O)c1cc(C(=O)NCC2CCCCC2)ccc1Cl,-20%,-14%,-16%,24%,-2%,-1%,-5%,0%,-5%
Cc1ccc(C(=O)NCCNC(=O)c2ccc(C)nc2)cc1,14%,2%,-10%,16%,5%,-1%,?,0%,-5%
O=C1c2cccnc2C(=O)N1c1cccc(-c2nc3ccccc3o2)c1,10%[59 µM],8%,-19%[11.4 µM],23%,-11%,-3%,-12%,-6%,49%[activator]
COc1ccc(NC(=O)COC(=O)CCCc2c[nH]c3ccccc23)cc1,?,?,-31%,13%,50µM*,-6%,nt,-16%,-4%
COc1cc2c(C(=O)N3CCCc4ccccc43)cn(C)c(=O)c2cc1OC,-8%[59 µM],1%,-6%[57.1 µM],28%,-37%,-2%,0%,-1%,49%[activator]
CS(=O)(=O)c1ccc(Cl)c(NC(=O)C2CCCCN2S(=O)(=O)c2ccccc2)c1 (stereo not given),13%[0.501 µM],-6%,-16%,-9%,3%,-6%,-1%,nt,27%
